Source: PubChem (NMMLSC)
Yeast superoxide: reduction of superoxide in aged yeast, primary screen, HTS; 0.18% of 330,000 active; S. cerevisiae aged cells, superoxide DHE fluorescence; hits give low values; superoxide response (% of plate mean), % at 10 µM;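 active means superoxide response under a set limit, about three screen SD below normal, cut at about 65% in these data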;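 further: yeast aged for seven days with compound at 30 °C before DHE staining; 100% = average MFI of all compound-treated wells on the plate with controls excluded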
AGP1-GFP MLPCN: modulators of AGP1-GFP expression in yeast TOR pathway, primary screen, cell-based, multiplex flow cytometry, S. cerevisiae, MLPCN library; GFP response vs DMSO, % at 10 µM; 0.02% of 320,000 active; AID 2066, 2009; 3 h; GFP as percent of DMSO wells;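 active means GFP response relative to DMSO above a set limit, near screen average plus 3 SD, cut at about 150% in these data; inconclusive means fewer than 70 cells counted for the yeast strain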;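 further: median GFP channel fluorescence of the gated AGP1 strain per well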
RPL19A TOR yeast: RPL19A-GFP expression modulators in yeast, primary screen, cell-based, S. cerevisiae, multiplex flow cytometry, MLPCN; S. cerevisiae RPL19A-GFP strain, 3 h; hits give low values; 0.3% of 330,000 active; percent response vs DMSO, % at 10 µM;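 active means percent response vs DMSO below 50%; inconclusive means fewer than 70 events counted for the yeast strain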;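 further: median channel GFP fluorescence of the barcoded RPL19A-GFP strain; ratio of sample median GFP to plate DMSO average so 100% = DMSO; lower means less RPL19A-GFP as with rapamycin TOR inhibition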
MEP2 TOR yeast: modulators of MEP2-GFP levels in yeast, primary screen, S. cerevisiae, multiplex flow cytometry, MLPCN library | S. cerevisiae MEP2-GFP strain, 3 h; 100% = DMSO control level | GFP response vs DMSO, % at 10 µM | 0.51% of 330,000 active;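 active means GFP response versus DMSO above a set limit, roughly screen mean plus 3 SD, cut at about 180% in these data; inconclusive means fewer than 70 cells counted for a yeast strain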;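 further: median GFP fluorescence of the barcode-gated MEP2-GFP cells per well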
LAP4 TOR yeast: modulators of LAP4-GFP expression in yeast, primary screen, S. cerevisiae, multiplex flow cytometry, MLPCN library | 3 h; median GFP as percent of DMSO wells | GFP response vs DMSO, % at 10 µM | 0.34% of 320,000 active;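 active means GFP response vs DMSO above a set limit, about the screen mean plus 3 SD, cut at about 150% in these data; inconclusive means under 70 cell events counted for the yeast strain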
GRK2 aptamer HTS: compounds blocking aptamer binding on GRK2 – biochemical, human GRK2, bead flow cytometry, HTS, primary screen. inhibition of aptamer binding, % at 10 µM. FAM-aptamer displacement from GRK2. 0.59% of 330,000 active. Beta-adrenergic receptor kinase 1 (Homo sapiens), P25098;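 active means inhibition of aptamer binding above 40%, roughly 3 SD of noise, on plates passing a quality check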;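 further: median bead fluorescence of bound FAM aptamer so fluorescent compounds give negative values; no value below 0 was filed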
Target sequence (P25098 whole entry, looked up): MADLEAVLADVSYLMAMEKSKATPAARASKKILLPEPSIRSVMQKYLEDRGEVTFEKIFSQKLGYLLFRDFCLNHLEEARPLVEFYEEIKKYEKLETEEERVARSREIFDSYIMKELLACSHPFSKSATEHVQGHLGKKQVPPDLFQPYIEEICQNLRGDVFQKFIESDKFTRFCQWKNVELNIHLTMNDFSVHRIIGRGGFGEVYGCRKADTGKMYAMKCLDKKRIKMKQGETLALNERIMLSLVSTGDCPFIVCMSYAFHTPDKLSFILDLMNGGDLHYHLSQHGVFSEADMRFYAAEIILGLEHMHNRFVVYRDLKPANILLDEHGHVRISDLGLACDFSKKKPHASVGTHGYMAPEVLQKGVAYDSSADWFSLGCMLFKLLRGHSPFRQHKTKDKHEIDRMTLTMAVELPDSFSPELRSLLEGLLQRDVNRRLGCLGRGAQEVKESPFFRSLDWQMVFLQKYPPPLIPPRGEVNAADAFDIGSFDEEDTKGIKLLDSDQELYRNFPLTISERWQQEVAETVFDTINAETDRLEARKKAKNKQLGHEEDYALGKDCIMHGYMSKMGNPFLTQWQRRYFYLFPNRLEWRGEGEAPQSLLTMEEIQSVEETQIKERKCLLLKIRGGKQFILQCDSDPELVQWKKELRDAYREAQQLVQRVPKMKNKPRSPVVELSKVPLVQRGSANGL
CIT2 TOR yeast: modulators of CIT2-GFP expression in yeast, primary screen, S. cerevisiae, GFP fusion, multiplex flow cytometry, MLPCN library | S. cerevisiae CIT2-GFP strain, 3 h; 100 means same as DMSO wells | GFP response vs DMSO, % at 10 µM | 0.065% of 320,000 active;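 active means GFP response relative to DMSO above a set limit, near the screen mean plus 3 SD, cut at about 150% in these data; inconclusive means Fewer than 70 cells measured for a yeast strain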;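 further: ratio of well median GFP fluorescence to mean of DMSO wells on the plate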
VLA-4 inh: inhibition in human VLA-4 binding assay, primary screen, VLA-4 allosteric modulator project, MLPCN library, flow cytometry, VLA-4 expressing cells. Integrin alpha-4 (Homo sapiens), P13612. ligand binding flow cytometry. inhibition, % (about 7 µM as worked out from the volumes in the protocol). 0.2% of 330,000 active. AID 2557, 2010; in the data active means inhibition above about 50%
Active calls of the source: *; ? = inconclusive; · = no result given; [ ] = remark or other dose.

SMILES	Yeast superoxide	AGP1-GFP MLPCN	RPL19A TOR yeast	MEP2 TOR yeast	LAP4 TOR yeast	GRK2 aptamer HTS	CIT2 TOR yeast	VLA-4 inh
CC(=O)Nc1ccc(SCC(=O)NC(=O)c2ccccc2Br)cc1	87	98	97	97	103	6	92	14
COc1ccccc1CNC(=O)c1cc2c(s1)CS(=O)(=O)C2	88	96	93	102	98	3	97	3
Cc1ccc(NC=C(S(=O)(=O)c2ccccc2)S(=O)(=O)c2ccccc2)c(C)c1	97	109	102	107	102	2	109	3
CCOC(=O)C1CCN(C(=O)CN(c2ccc3c(c2)OCO3)S(C)(=O)=O)CC1	111	105	104	114	104	2	106	7
OCC1OC(n2nnc3ccccc32)C(O)C(O)C1O (stereo not drawn)	118	97	97	101	98	0	100	10
CC(=O)NS(=O)(=O)c1ccc(NC(=O)c2ccccn2)cc1	101	97	105	101	105	4	101	4
N#Cc1ccsc1NC(=O)CN1CCN(c2ccc(O)cc2)CC1	110	116	96	102	96	0	83	28
O=C(N/N=C\c1cccnc1)c1ccccc1O	95	102	104	106	88	3	99	0
COc1ccc(-c2nc(O)c3cnccn23)cc1	101	92	98	103	92	1	99	8
Cc1ccc(C(=O)N2CCCCCC2)cc1S(=O)(=O)Nc1ccccc1	99	91	104	93	65	0	98	13
CCC(C(=O)NCc1cccs1)n1nc(C)n2c(cc3occc32)c1=O (stereo not drawn)	104	94	103	110	90	2	94	-2
COC1(OC)C(/C=C/c2ccc(Cl)cc2)C(C#N)(C#N)C1(OC)OC (stereo not drawn)	103	94	95	93	97	2	94	11
c1coc(-c2ccnc3ncnn23)c1	106	101	105	108	97	0	105	-2
CCc1ccc2nc(N(CCCN(C)C)C(=O)c3ccc(S(=O)(=O)N(C)C4CCCCC4)cc3)sc2c1	106	107	97	103	135	0	104	-10
O=C(Nc1ccc2c(c1)CCC2)c1cccs1	101	96	101	102	105	0	93	7
CC(C)(C)n1nc2c(c1NC(=O)c1ccc(Br)cc1)CS(=O)C2 (stereo not drawn)	96	103	103	94	95	0	102	-12
CCn1c(=O)c2ccccc2n(Cc2cccc([N+](=O)[O-])c2)c1=O	100	91	100	98	84	1	95	-6
CN1CCN(c2ccc(NC(=S)NC(=O)c3cccc4c(Cl)cccc34)cc2)CC1	105	94	95	101	91	0	99	2
CC(c1cccnc1)N(CCN(C)C)C(=O)Nc1ccc(Cl)c(Cl)c1 (stereo not drawn)	108	96	99	93	84	0	93	2
C/C(N)=C(/C#N)C(=O)COC(=O)C1=NN(c2ccccc2)C(=O)CC1	82	101	103	111	107	4	102	-1
CCOC(=O)[C@@H]1[C@H]2COc3ccccc3[C@@H]2N2C(=O)N(c3ccc(OC)cc3)C(=O)[C@]12C	103	83	95	88	103	0	90	11
Cc1ccc(C(=O)N2CCCC(Nc3ccc(C)c(C)c3)C2)c(=O)[nH]1 (stereo not drawn)	99	102	97	98	99	1	99	-2
CCCn1ncc(CN2CCC(Oc3ccc(C(=O)N4CCCC4)cc3)CC2)c1C	99	98	99	106	87	1	97	14
COc1cc(N)c(Cl)cc1C(=O)OCC(=O)Nc1cccnc1Cl	94	105	100	104	105	1	99	-4
O=C(NCC1CCCO1)c1cn(-c2ccccc2)nc1-c1ccccc1 (stereo not drawn)	98	96	98	97	94	0	94	27

Next results follow:
SMILES	Yeast superoxide	AGP1-GFP MLPCN	RPL19A TOR yeast	MEP2 TOR yeast	LAP4 TOR yeast	GRK2 aptamer HTS	CIT2 TOR yeast	VLA-4 inh
CC(=O)Nc1ccc(Oc2ccc(S(=O)(=O)N3CCCC3)cn2)cc1	97	97	94	93	93	0	106	0
CC(=O)c1cc2c(cc1NS(=O)(=O)c1ccccc1Br)OCO2	91	23[may fluoresce violet]	59[may fluoresce violet]	608*[may fluoresce violet]	99[may fluoresce violet]	1	?	-8
COc1ccc(C2SCC(=O)N2c2ccc(F)cc2)cc1 (stereo not drawn)	104	97	103	108	100	1	99	11
O=C(CN1C(=O)NC2(CCOc3ccccc32)C1=O)NCCc1ccc(F)cc1 (stereo not drawn)	86	110	102	105	111	0	105	-1
O=C(Nc1ccc2c(c1)OCCO2)c1cc(-n2cnnc2)ccc1Cl	114	100	94	96	103	1	90	20
COc1ccc(N(CC(=O)NCc2ccco2)S(C)(=O)=O)c(OC)c1	91	79	98	63	116	0	98	34
O=C(COC(=O)c1cc([N+](=O)[O-])ccc1N1CCOCC1)Nc1c(Cl)cccc1Cl	99	104	102	100	107	0	105	12
CC(=O)c1ccc(NC(=O)C2CCN(S(=O)(=O)c3cccnc3)CC2)cc1	108	98	99	103	90	0	100	13
COc1ccc(NS(=O)(=O)c2ccc(/C=C/C(=O)O)cc2)cc1S(=O)(=O)N1CCOCC1	95	109	108	113	104	0	105	1
CC(=O)N1CCSc2ccc(S(=O)(=O)N3CCC(C)CC3)cc21	101	96	100	100	98	0	98	12
COc1cccc(OC)c1C(=O)Nc1nnc(C(C)C)s1	103	105	104	104	112	0	105	4
O=C(Nc1cccc(-n2cnnn2)c1)c1cccc(Cl)c1	100	105	99	113	103	0	107	7
COc1ccc(OC)c(N2C(N)=NC(N)=NC23CCCC3)c1	105	106	97	105	95	0	97	0
COc1cc(Sc2ccc(C)cc2)c(OC)cc1N	91	96	94	101	109	34	92	-7
O=C(C[C@@H]1C/C=C\C[C@@H](Cc2ccc(F)cc2)C(=O)OC[C@H]2CCCN2C1=O)N[C@H](CO)Cc1ccccc1	86	92	95	96	98	0	83	-3
O=C(C1=C(O)C(=O)N(CC2CCCO2)C1c1ccccc1Cl)c1ccco1 (stereo not drawn)	92	91	96	101	86	1	100	-7
Cc1cccc(OCC(=O)N/N=C/c2ccc(N(C)C)cc2)c1	100	103	102	99	99	0	97	8
CN(CC(=O)Nc1cccc(F)c1)CC(=O)N(C)c1c(N)n(Cc2ccccc2)c(=O)[nH]c1=O	89	100	96	97	101	0	103	6
O=C(OCCOc1ccc(Br)cc1)c1ccc(Cl)c(S(=O)(=O)N2CCOCC2)c1	86	113	109	100	128	3	97	2
O=C(Nc1ccccc1F)c1cc2c(s1)-c1ccccc1S(=O)(=O)C2	91	100	99	92	111	0	95	-4
CCCSC1=C(C#N)C(c2ccc(OC)cc2)C2=C(CC(C)(C)CC2=O)N1 (stereo not drawn)	99	·	96	99	90	0	107	6
CSc1ccc(S(=O)(=O)Nc2c(C)n(C)n(-c3ccccc3)c2=O)cc1	105	101	104	108	90	3	101	1
CCN(CC)S(=O)(=O)c1ccc(NN=c2c(=O)c3ccccc3c2=O)cc1	99	101	102	101	107	3	110	-3
COc1ccc(C(=O)Nc2c(C)cc(C)cc2C)cc1OC	99	97	105	103	88	1	105	0
Cn1c(-c2cccc(F)c2)nc2c1c(=O)[nH]c(=O)n2Cc1ccccc1	120	96	100	100	106	0	109	5

Of the compounds above, three contain an aryl thioether with sulfur outside any ring:
SMILES	Yeast superoxide	AGP1-GFP MLPCN	RPL19A TOR yeast	MEP2 TOR yeast	LAP4 TOR yeast	GRK2 aptamer HTS	CIT2 TOR yeast	VLA-4 inh
CC(=O)Nc1ccc(SCC(=O)NC(=O)c2ccccc2Br)cc1	87	98	97	97	103	6	92	14
COc1cc(Sc2ccc(C)cc2)c(OC)cc1N	91	96	94	101	109	34	92	-7
CSc1ccc(S(=O)(=O)Nc2c(C)n(C)n(-c3ccccc3)c2=O)cc1	105	101	104	108	90	3	101	1

The results go on:
SMILES	Yeast superoxide	AGP1-GFP MLPCN	RPL19A TOR yeast	MEP2 TOR yeast	LAP4 TOR yeast	GRK2 aptamer HTS	CIT2 TOR yeast	VLA-4 inh
O=c1[nH]c2sc3c(c2c2nncn12)CCCC3	102	90	92	92	92	0	86	1
Cc1ccc(CNC(=O)c2ccc(CS(=O)Cc3ccccc3Cl)o2)cc1 (stereo not drawn)	95	102	103	100	96	2	111	28
COc1cc(S(=O)(=O)Nc2ccccn2)ccc1F	114	92	101	102	101	2	99	0
COc1ccc(NC(=O)N2CCC(CO)(CC3CCCCO3)CC2)c(OC)c1 (stereo not drawn)	81	103	94	92	106	0	99	9
O=C(c1ccc(Cl)cc1Cl)C1(n2cncn2)Oc2ccccc2C1O (stereo not drawn)	99	93	97	96	94	2	98	13
CC(C)(C)c1ccc(OCCNC(=O)c2ncn[nH]2)cc1	83	108	104	101	105	6	104	4
Cc1ccc(/C=C/C(=O)N2CCC(Cc3ccccc3)CC2)cc1	86	103	105	135	105	1	104	-4
CCN1CCN(c2ncnc3c2sc(=S)n3-c2ccccc2)CC1	104	105	98	99	98	6	100	-16
COc1ccc2c(c1)C(C)CC(C)(C)N2C(=O)NC1CCCCC1 (stereo not drawn)	83	100	107	100	91	2	102	6
NS(=O)(=O)c1ccc(N=C2C(=O)Nc3ccccc32)cc1	82	93	99	95	91	1	95	-10
O=[N+]([O-])c1ccccc1OCCCCN1CCCCC1	83	101	96	101	97	0	91	4
O=C(CSc1ccccn1)Nc1cccc2ccccc12	99	94	93	95	100	4	88	6
CC(=O)NC(=O)NC1CSCC1OC(C)=O (stereo not drawn)	91	93	91	90	82	1	74	-4
CCn1cc(C(=O)N(C)c2ccc(OC)cc2)c2cc(OC)c(OC)cc2c1=O	101	96	105	110	96	0	105	-10
CC(=O)OC(C(=O)NC1CCCCC1)c1ccccc1F (stereo not drawn)	80	88	96	88	95	0	96	10
Cc1ccc(CNC(=O)[C@H](Cc2ccccc2)NC(=O)C2CCNCC2)cc1	107	101	98	100	96	0	98	10
Cc1cccc(NC(=O)c2ccccc2OCC(=O)c2ccc(F)cc2)c1	89	108	105	105	99	0	106	25
COc1ccc(Cn2nnc3c(=O)[nH]c(C4CCCN(C(=O)c5ccccc5)C4)nc32)cc1 (stereo not drawn)	89	98	94	97	93	0	93	-36
O=C(O)CCCNC(=O)OCc1ccccc1	125	113	112	108	114	4	·	4
CC(=O)c1ccc(S(=O)(=O)NCc2ccc(C(=O)NCC(c3ccccc3)N(C)C)cc2)cc1 (stereo not drawn)	105	104	105	106	92	0	98	-7
CC(=O)c1cnc2cc(-c3cccc(Br)c3)nn2c1C	97	93	92	95	99	0	87	-4
Cc1cccc(NC(=O)CN2C(=O)NC(C)(c3ccc4ccccc4c3)C2=O)n1 (stereo not drawn)	94	109	104	100	98	0	108	1
CCCCCCCCCCn1ccc(=N)cc1	110	107	97	100	116	0	95	-4
S=C(Nc1ccccc1)Nc1ccccc1Br	98	101	100	106	112	3	96	2
O=c1[nH]c(=S)[nH]c2c1C(c1cc([N+](=O)[O-])c(N3CCOCC3)cc1N1CCOCC1)O2 (stereo not drawn)	108	107	102	99	106	0	110	3

Continuation:
SMILES	Yeast superoxide	AGP1-GFP MLPCN	RPL19A TOR yeast	MEP2 TOR yeast	LAP4 TOR yeast	GRK2 aptamer HTS	CIT2 TOR yeast	VLA-4 inh
N#Cc1ccccc1OCC(=O)NCc1ccccc1CN1CCCC1	87	101	100	98	99	0	103	14
Cc1cc(C(=O)Nc2ccc(N3CCOCC3)cc2)c2ccccc2n1	92	105	102	105	102	0	114	36
COc1ccc(NS(=O)(=O)c2cccc(NC(=O)CCC(=O)c3ccc(Cl)cc3)c2)cc1	96	94	101	98	85	1	96	9
CN(C(=S)Nc1ccccc1F)C1(c2ccccc2Cl)CCCCC1=O (stereo not drawn)	81	101	97	95	94	2	99	6
O=[N+]([O-])c1ccc(/C=N/Nc2ncc(Br)cn2)cc1	100	93	101	105	94	0	103	3
Cc1c(C(N)=O)c(N)c(C(=O)c2ccccc2)n1-c1ccccc1	103	110	107	102	103	3	107	11
